LYPLA1 inh = blocks human lysophospholipase 1, a PME1 counter-screen; O75608; recombinant LYPLA1, FP-Rh probe fluorescence polarization; inhibition, % at 5.9 µM; 320,000 tested, 0.16% active; AID 2174;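 active means inhibition above the mean of all tested compounds plus 3 SD, set per campaign, cut at about 14% in these data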;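 further: inhibitors block serine hydrolase probe labeling of LYPLA1 so polarization falls; 0% = enzyme with DMSO and 100% = wells lacking LYPLA1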
Target sequence (O75608 whole entry, looked up): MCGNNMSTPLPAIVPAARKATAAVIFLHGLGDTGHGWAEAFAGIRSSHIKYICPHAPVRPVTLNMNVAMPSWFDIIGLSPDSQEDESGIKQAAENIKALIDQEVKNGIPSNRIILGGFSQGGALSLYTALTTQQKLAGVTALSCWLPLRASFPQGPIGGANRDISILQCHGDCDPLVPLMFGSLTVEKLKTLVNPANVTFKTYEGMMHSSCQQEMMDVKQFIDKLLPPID
PAFAH1B3 inh = inhibitors of human PAFAH1B3 | Q15102 | recombinant PAFAH1B3, FP-rhodamine probe, fluorescence polarization | inhibition, % at 3.39 µM | 340,000 tested, 0.28% active | AID 492972;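 active means inhibition above the screen-wide average of all tested compounds plus 3 SD, cut at about 25% in these data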;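 further: 0% = enzyme with DMSO only and 100% = wells lacking PAFAH1B3 protein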
Target sequence (Q15102 whole entry, looked up): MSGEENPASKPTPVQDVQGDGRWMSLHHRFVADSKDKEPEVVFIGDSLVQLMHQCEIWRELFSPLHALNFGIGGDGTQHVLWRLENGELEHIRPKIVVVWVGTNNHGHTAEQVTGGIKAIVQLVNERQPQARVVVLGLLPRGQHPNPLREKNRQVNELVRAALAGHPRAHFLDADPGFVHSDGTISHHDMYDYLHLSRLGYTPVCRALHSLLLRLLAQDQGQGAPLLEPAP
PAD4 FP inh = blocks human protein arginine deiminase 4; 330,000 tested, 0.41% active; inhibition, % at 6.36 µM; Q9UM07; recombinant PAD4, RCA probe fluorescence polarization;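 active means percent inhibition above a cutoff equal to the mean of all tested compounds plus 3 SD, cut at about 15% in these data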;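 further: 0% = PAD4 with RCA probe and DMSO and 100% = probe without PAD4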
pPAFAH FP inh = pPAFAH (human) enzyme inhibition. 330,000 tested, 1.5% active. Q13093. inhibition, % at 3.39 µM. recombinant pPAFAH, FP-rhodamine probe fluorescence polarization;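 active means inhibition above the mean inhibition across the screen plus 3 SD, cut at about 25% in these data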;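 further: inhibitors block binding of the rhodamine activity-based probe so polarization drops; 0% = enzyme with DMSO and 100% = wells lacking pPAFAH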
PAFAH2 FP inh = inhibitors of human PAFAH2 | 340,000 tested, 0.99% active | recombinant PAFAH2, FP-rhodamine activity probe, fluorescence polarization | Q99487 | inhibition, % at 3.39 µM;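 active means inhibition above the mean over all tested compounds plus 3 SD, cut at about 30% in these data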;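 further: inhibitors block probe labeling of enzyme so polarization drops; 0% = enzyme with DMSO and 100% = wells lacking PAFAH2 protein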
Fam108B counter = blocks mouse Fam108B hydrolase in RBBP9 counter-screen; recombinant Fam108B, FP-Rh probe fluorescence polarization; inhibition, % at 9.51 µM; 300,000 tested, 0.33% active;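 active means inhibition above the screen mean inhibition plus 3 SD, computed separately per campaign, cut at about 18% in these data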;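 further: inhibitors lower polarization as less probe binds the enzyme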
GSTO1 inh = counter-screen for RBBP9 inhibitors: inhibitors of human GSTO1; recombinant GSTO1, activity-based probe fluorescence polarization; 300,000 tested, 1.1% active; P78417; AID 1974; inhibition, % at 5.96 µM;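 active means inhibition above the campaign mean inhibition plus 3 SD, cut at about 35% in these data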;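 further: 0% = GSTO1-1 with DMSO and 100% = wells lacking GSTO1-1 enzyme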
Target sequence (P78417 whole entry, looked up): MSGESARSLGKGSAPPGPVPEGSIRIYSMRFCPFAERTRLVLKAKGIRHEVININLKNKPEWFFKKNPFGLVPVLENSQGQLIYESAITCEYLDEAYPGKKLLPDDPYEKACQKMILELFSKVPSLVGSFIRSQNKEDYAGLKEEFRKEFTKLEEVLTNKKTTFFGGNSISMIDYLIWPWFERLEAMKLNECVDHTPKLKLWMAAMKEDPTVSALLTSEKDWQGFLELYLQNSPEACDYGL
PAFAH1B2 inh = PAFAH1B2 (human) inhibition; P68402; recombinant PAFAH1B2, FP-rhodamine activity probe, fluorescence polarization; inhibition, % at 3.39 µM; 340,000 tested, 1.2% active;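 active means inhibition above the mean of all tested compounds plus 3 SD, cut at about 24% in these data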;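 further: 0% = enzyme with DMSO and 100% = wells lacking PAFAH1B2; many of its hits are not listed in these tables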
Target sequence (P68402 whole entry, looked up): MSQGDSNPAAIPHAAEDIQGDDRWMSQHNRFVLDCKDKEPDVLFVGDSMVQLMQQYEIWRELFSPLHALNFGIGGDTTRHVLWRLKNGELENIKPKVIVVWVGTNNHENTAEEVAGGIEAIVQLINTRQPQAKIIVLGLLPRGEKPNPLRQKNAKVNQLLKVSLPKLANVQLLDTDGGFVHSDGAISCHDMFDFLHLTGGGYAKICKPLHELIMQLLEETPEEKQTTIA
PME-1 primary = blocks human protein phosphatase methylesterase 1. Q9Y570. recombinant PME-1, FP-Rh probe fluorescence polarization. inhibition, % at 5.9 µM. 320,000 tested, 0.53% active;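 active means inhibition above the campaign mean of all compounds plus 3 SD, cut at about 26% in these data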;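 further: competitive labeling of PME-1 active site by serine hydrolase directed probe; 0% = PME-1 with DMSO and 100% = wells lacking PME-1 enzyme; inhibitors block probe labeling so polarization falls and inhibition rises; many of its hits are not listed in these tables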
* hit, by the source's call; / = no result given. Only part of the results is shown. The share of hits here may be higher or lower than overall.

SMILES	LYPLA1 inh	PAFAH1B3 inh	PAD4 FP inh	pPAFAH FP inh	PAFAH2 FP inh	Fam108B counter	GSTO1 inh	PAFAH1B2 inh	PME-1 primary
COc1cccc(COc2nc3c(c(=O)n(C)c(=O)n3C)n2C)c1	0	2	1	-1	4	-1	36*	9	-6
CC(=O)N1CCN(c2ccc(NC(=O)c3ccc(Cl)c(Cl)c3)cc2)CC1	-2	3	-3	18	1	3	-9	2	3
CCOC(=O)C(Cc1ccccc1)C(=O)Nc1cccc(C)c1 (centres undefined)	-1	-8	2	3	-2	3	-1	0	6
CCCSc1nc2c(cnn2-c2ccc(C)cc2)c(=O)[nH]1	2	-4	-2	-5	-9	-3	-6	3	1
COc1cccc(/C=C/C(=O)Oc2ccc(C(=O)c3ccc(F)cc3)cc2)c1	3	2	-4	3	6	-5	0	1	-2
COCCNC(=O)C1CC(=O)N(C2CCCCC2)C1 (centres undefined)	-3	-1	1	1	0	4	2	5	-11
CN(C(=O)c1ccc(OC2CCN(C(=O)c3cccnc3)CC2)cc1)C1CCCCC1	0	3	-1	3	6	3	-1	5	-3
CCN1C(=O)[C@H]2[C@@H](c3ccc(-c4ccc(F)cc4)c(OC)c3)N[C@@](C)(C(=O)OC)[C@H]2C1=O	-1	10	8	1	-3	2	8	-8	1
COc1nnc(-c2ccc(N3CCCCC3)c(N)c2)c2ccccc12	-1	4	4	22	7	1	3	0	3
Cc1cc(C)c2oc(=O)cc(CN3CCOCC3)c2c1	-4	0	-1	4	6	2	2	0	2
O=c1c2ccccc2nnn1COc1ccc(F)cc1Cl	-3	8	4	-1	5	-2	-14	2	-1
C=CCn1c(=S)[nH]c2sccc2c1=O	-1	2	1	3	6	0	7	3	0
CN(C(=O)c1ccc(NC(=O)Cc2cccc(NC(=O)C3CCCN(C(=O)C4CCC4)C3)c2)cc1)C1CCCC1 (centres undefined)	2	10	1	2	-2	/	/	15	-4
CCOC(=O)c1sc2nc(C)n(CC(=O)NCC3CCCO3)c(=O)c2c1C (centres undefined)	0	4	-2	3	-2	4	-8	0	6
Cc1cccc(N2CCN(C(=O)Cn3c(=O)[nH]c4ccsc4c3=O)CC2C)c1 (centres undefined)	1	8	-6	5	4	-6	6	2	-1
CCOc1ccc(C2C(C(=O)c3ccco3)=C(O)C(=O)N2CCN2CCOCC2)cc1 (centres undefined)	3	13	-5	3	1	1	-1	5	5
COC(=O)c1sccc1NC(=O)COc1ccc(F)cc1Cl	2	6	3	-3	1	3	7	2	2
CCN1CCCC1CNC(=O)c1cc2c(-c3ccc(Cl)cc3)nn(C)c2s1 (centres undefined)	-15	-3	-2	3	-4	-10	-6	-3	-15
COc1ccc(NC(=O)/C(C#N)=C\c2ccc(N3CCOCC3)o2)cc1	-1	-1	-2	-1	0	-2	2	-1	1
COc1ccc(OC)c(C2Nc3ccccc3NC3=C2C(=O)CC(C)(C)C3)c1 (centres undefined)	0	13	0	5	5	1	-2	4	-1
O=C(Oc1cccc([N+](=O)[O-])c1)C1CCN(C(=O)c2ccc(F)cc2)CC1	3	5	2	8	1	7	6	4	4
CC(C)CC(C(=O)Nc1oc(-c2ccco2)c(-c2ccco2)c1C#N)N1C(=O)c2ccccc2C1=O (centres undefined)	-11	7	-2	32*	18	9	7	3	7
CC(Sc1nnc(-c2ccccc2)c(-c2ccccc2)n1)C(=O)N1CCc2ccccc21 (centres undefined)	0	2	-3	0	2	4	-4	3	-9
CCN1CCc2c(sc(NC(=O)C3CCCCC3)c2C(=O)OC)C1	1	1	4	0	9	12	-2	2	2
CC(=O)N1CCN(C(=O)c2ccc(NS(=O)(=O)c3cc(C)ccc3C)cc2)CC1	1	3	4	2	-2	0	0	0	8
O=C(NC(=S)Nc1ccc(NC(=O)c2cccs2)cc1)c1ccco1	0	-2	0	1	-5	-8	-6	4	-12
COc1ccc(CNC(=O)C(C)Sc2ccc(C)cc2)cc1 (centres undefined)	5	8	-7	0	-1	1	7	23	-1
COc1ccc(CCNC(=O)c2ccc(C)s2)cc1OC	-1	-3	1	8	4	2	6	4	2
O=C(CN1CCOCC1)OCCCC1CCCCC1	-1	7	4	5	7	-3	4	7	-4
CCC(Nc1ccc(OC)cc1)C(=O)N/N=C/c1ccc([N+](=O)[O-])cc1 (centres undefined)	-5	-1	1	4	0	5	-5	0	-6
CCc1cccc(CC)c1NC(=O)COC(=O)c1ccc(F)c(S(=O)(=O)N(CC)CC)c1	0	8	-2	17	30*	1	-18	4	-3
COc1cccc(N(Cc2nnc3n2CCCCC3)C(=O)Nc2ccccc2F)c1	0	5	1	-7	-5	-7	12	-3	-5
CCOc1ccc(-c2c(C(=O)N/N=C/c3ccco3)nnn2-c2nonc2N)cc1	-5	7	-3	-5	-7	1	22	0	-7
Cc1c(Cl)cccc1NC(=O)CN1CCC(C(O)(c2ccccc2)c2ccccc2)CC1	-7	-5	2	-1	-15	-10	2	-2	-6
Cc1cccc(C(=O)Nc2ccc(C(=O)N3CCCCC3C)cc2)c1 (centres undefined)	-3	9	-1	2	3	2	15	4	-1
CCOC(=O)C(NS(=O)(=O)c1ccccc1)(C(F)(F)F)P(=O)(OC(C)C)OC(C)C (centres undefined)	4	4	0	10	5	3	13	9	-5
Cc1ccc(S(=O)(=O)N2CCOCC2)cc1C(=O)Nc1cccc(C(=O)NC2CC2)c1	3	0	-2	-3	6	/	/	3	3
O=C(NCCc1ccccn1)c1ccc(OC2CCN(Cc3ccccn3)CC2)cc1	6	2	-5	1	10	2	-1	6	-3
COc1cccc(C(=O)N2CCN(C(=O)C3CCCO3)CC2)c1 (centres undefined)	2	0	-1	-2	1	/	/	1	1
Cc1csc(=NC(=O)c2ccccc2)n1Cc1ccco1	-2	3	3	1	-5	-6	-2	-2	2
COc1ccc(Cc2nnc(SCC(=O)N3CCCC3)o2)cc1	1	2	-5	-2	-5	1	2	-3	-3
COc1ccc(C(=S)N2CCOCC2)cc1OC(=O)c1ccccc1	2	8	3	3	11	2	7	0	5
CN(Cc1cnn(C)c1)C(=O)C1CCC(=O)N(C2CCCCCC2)C1 (centres undefined)	-1	5	3	-4	-3	2	7	4	4
COc1ccc2oc(C(=O)OCC(=O)NC3CCCC3)c(C)c2c1	-1	2	2	8	53*	1	5	-2	3
CCCc1[nH]n(-c2ccc([N+](=O)[O-])cc2)c(=O)c1C(C)=NCc1ccncc1	4	7	6	0	-3	-3	4	3	4
O=C1CCCC(O)=C1Sc1cc(Cl)c(Cl)cc1Cl	-2	/	1	4	/	1	-4	/	-2
COc1ccc(S(=O)(=O)n2nc(-c3cc(OC)c(OC)c(OC)c3)cc2N)cc1OC	5	6	0	1	3	-1	2	1	-1
NC(=S)N/N=C/c1ccc(-c2ccc(SC(F)F)cc2)o1	-6	-2	-1	27*	-6	-3	-10	1	12
N#CC1=C(N)Oc2n[nH]c(-c3cccs3)c2C1c1ccncc1 (centres undefined)	-2	13	-11	4	3	1	34	4	2
O=C(O)CC(c1cccc(O)c1)N1Cc2ccccc2C1=O (centres undefined)	-1	6	8	-1	-1	1	-3	5	-5

As entered above.
PME-1 primary, COc1ccc(C(=S)N2CCOCC2)cc1OC(=O)c1ccccc1 stands at 5
PAFAH2 FP inh, CCCc1[nH]n(-c2ccc([N+](=O)[O-])cc2)c(=O)c1C(C)=NCc1ccncc1 stands at -3
PAFAH1B2 inh, COc1ccc(Cc2nnc(SCC(=O)N3CCCC3)o2)cc1 stands at -3

More results.
SMILES	LYPLA1 inh	PAFAH1B3 inh	PAD4 FP inh	pPAFAH FP inh	PAFAH2 FP inh	Fam108B counter	GSTO1 inh	PAFAH1B2 inh	PME-1 primary
COc1ccc(CCC(=O)Nc2nnc(C(F)(F)F)s2)cc1	2	8	-3	5	-6	2	-3	-3	5
Cc1cc(NC(=O)CSc2nccn2-c2cccc(F)c2)no1	/	9	-5	2	0	/	/	1	/
S=c1[nH]nc(-c2ccc3ccccc3n2)n1-c1ccccc1Cl	0	6	5	-1	6	-5	-2	1	2
O=C(CN1C(=O)NC2(CCc3ccccc32)C1=O)Nc1ccc(Br)cc1F (centres undefined)	-1	0	0	1	-1	/	/	1	7
Cc1ccc(N2NC(=O)/C(=C/c3ccc(-c4ccc(Cl)c(C(=O)O)c4)o3)C2=O)cc1C	0	10	-2	0	15	-3	13	2	2
CC1C(=O)C(C)C(c2ccco2)NC1c1ccco1 (centres undefined)	1	-1	0	3	3	-1	2	-2	2
O=c1[nH]c(=O)n(Cc2ccco2)c2c1C(C(F)(F)F)(C(F)(F)F)N=C(Cc1ccccc1)N2	-4	12	1	-1	9	0	-3	6	-1
CC(=O)Nc1ncc(Cc2ccc(Cl)cc2Cl)s1	-2	2	-5	10	-5	2	-6	21	4
CSc1ccc(C(=S)N2CCCC2)cc1	1	-3	3	4	3	2	4	3	-2
Cc1c(C(=O)NCc2ccccn2)oc2ccc(S(=O)(=O)N3CCC4(CC3)OCCO4)cc12	0	-2	5	0	-1	4	-7	4	5
Cc1ccc(NC(=O)c2cc([N+](=O)[O-])ccc2NCc2cccnc2)cc1	1	-1	-4	1	0	-1	-2	2	5
CN(C)c1ccccc1-c1csc(N2CCC(C(N)=O)CC2)n1	/	12	2	6	0	/	/	6	/
Cc1cccnc1NC(=O)C1CCC1	0	3	-5	2	-1	0	-5	4	6
O=C(CN1C(=O)NC2(CCCCCCC2)C1=O)NCc1cccs1	0	6	3	0	4	-2	4	6	-4
CCC(C(=O)OCC(=O)c1ccc(OC)cc1OC)c1ccccc1 (centres undefined)	-4	1	-6	18	8	/	/	10	0
Cc1cc(C)c(NC(=S)N(CCN(C)C)Cc2cccs2)c(C)c1	5	11	-2	2	1	1	14	3	4
C=CCn1c(SCc2ccc(Cl)cc2)nc2cc(C(=O)N3CCC(C(N)=O)CC3)ccc2c1=O	1	4	-3	4	-6	1	-1	-3	-7
CC(C)N(C(=S)Nc1cc(S(=O)(=O)N2CCOCC2)ccc1Cl)c1ccccc1	4	-3	1	8	5	-1	0	5	-4
COC(=O)Cn1nnc(-c2cccc(OC)c2)n1	0	1	-6	-4	1	-5	3	-2	-5
Cc1ccc2c(C)c(C(=O)N3CCN(Cc4ccccn4)CC3)oc2c1C	2	1	1	1	-1	4	4	0	4
Cc1[nH]ccc(=O)c1OCC(=O)O	5	-3	1	7	3	2	-6	5	2
COCCn1c(SCC(=O)Nc2cc(C)nn2-c2ccccc2)nnc1-c1ccncc1	0	1	-4	3	1	-3	1	-4	-5
COc1ccc(C(=O)NNC(=O)CCCCC(=O)NNC(=O)c2ccc(OC)cc2)cc1	1	-4	0	5	-3	0	7	-1	-2
Cc1ccccc1CS(=O)(=O)CC1(O)CCN(C(=O)c2cccc(C(F)(F)F)c2)CC1	3	5	1	-7	-2	-1	-6	-1	-6
O=C(NC(Cc1c[nH]c2ccccc12)C(=O)NCc1ccc(F)cc1)OCc1ccccc1 (centres undefined)	0	11	1	9	-4	1	4	8	-3
O=C(c1cc(F)ccc1F)C1CCCN(Cc2cccn2-c2ccccn2)C1 (centres undefined)	4	-5	-1	-1	4	0	0	-3	6

Source: PubChem (The Scripps Research Institute Molecular Screening Center)
